Screening results as filed in PubChem BioAssay.
GalR3 antag – GalR3 antagonists in HEK293 cells, primary screen, cell-based, fluorescence readout | inhibition, % at 3 µM | 360,000 compounds, 0.44% hits | AID 651719, 2012 | HEK293 GalR3-CNG cAMP membrane potential fluorescence; galR3 body fused to GalR1 C-terminus | Galanin receptor type 3 (Homo sapiens), O60755;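 active = inhibition above the screen-wide average plus 3 SD, cut at about 13% in these data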;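 note: forskolin and galanin both at EC90 stimulate the cells; cAMP rise reported by CNG channel membrane potential dye signal; 0% = forskolin plus galanin with DMSO and 100% = forskolin alone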
IDE act – human IDE activators in live cells, primary screen, fluorescence polarization, HEK cells, FAbeta-B substrate; Insulin-degrading enzyme (Homo sapiens), P14735; FAbeta-B cleavage; 0% vehicle, 100% cell-free pure enzyme wells; activation, % at 5.96 µM; 340,000 compounds, 0.073% hits; AID 493087, 2011;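 active = activation above the mean of all tested compounds plus 3 SD, set per screening campaign, cut at about 17% in these data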
CRFBP-R2 block – antagonists of CRF-BP/CRF-R2 complex, primary screen, cell-based, HEK293, calcium dye fluorescence, uHTS; CRF-induced calcium fluorescence; 350,000 compounds, 0.59% hits; AID 588475, 2011; inhibition, % at 11.8 µM;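 active = inhibition of the ligand-induced calcium signal above about 50% at the single tested concentration, limit read from the data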
IDE cell inh – human IDE inhibitors in live cells, primary screen, fluorescence polarization, HEK cells, FAbetaB substrate; inhibition, % at 5.59 µM; 320,000 compounds, 0.41% hits; FAbetaB cleavage; Insulin-degrading enzyme (Homo sapiens), P14735;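 active = percent inhibition above the average of all tested compounds plus 3 SD, set per screening campaign, cut at about 16% in these data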;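 note: IDE supplied by intact live HEK cells; FP after avidin binding of uncleaved biotin substrate so inhibition keeps polarization high; 0% = DMSO wells and 100% = 60 µM reference IDE inhibitor Ii1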
MEKK3 PB1 HTS – modulators of MEKK3-MEK5 PB1 binding, primary screen, biochemical, wildtype MEKK3, multiplex bead flow cytometry, Alexa488-MEK5; Mitogen-activated protein kinase kinase kinase 3 (Homo sapiens), Q99759; 290,000 compounds, 1.4% hits; AID 1529, 2009; binding response (% of control), % at 10 µM; bead-based flow cytometry, Alexa488-MEK5 binding to MEKK3; actives lie on both sides; 0 = blocked by unlabeled MEK5, 100 = vehicle;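 active = binding response more than 3 SD above or below the average of its plate-row segment, actives on both sides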;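 note: Alexa488 bead fluorescence after subtracting the streptavidin-only scavenger bead signal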
PHOSPHO1 block – PubChem AID 1565. inhibition, % at 13.3 µM. 290,000 compounds, 1.1% hits. recombinant PHOSPHO1, absorbance phosphatase assay. Phosphoethanolamine/phosphocholine phosphatase (Homo sapiens), Q8TCT1; in the data active = inhibition above about 60%
pCIP destab – p/CIP-EGFP fusion destabilizers, primary screen, fluorescence, F442A cells; 290,000 compounds, 0.01% hits; 16 h; AID 1984, 2009; decrease of EGFP signal, % at 10 µM; Q05BA5;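 active = EGFP signal decrease of at least 30% at 10 µM or well 3 SD below plate mean, unless failing retest; inactive = the rest, including hits failing retest or dose response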; note: some compounds called inactive have numbers as strong as hits; many of its hits are not listed in these tables
Target sequence (Q05BA5 1-1403): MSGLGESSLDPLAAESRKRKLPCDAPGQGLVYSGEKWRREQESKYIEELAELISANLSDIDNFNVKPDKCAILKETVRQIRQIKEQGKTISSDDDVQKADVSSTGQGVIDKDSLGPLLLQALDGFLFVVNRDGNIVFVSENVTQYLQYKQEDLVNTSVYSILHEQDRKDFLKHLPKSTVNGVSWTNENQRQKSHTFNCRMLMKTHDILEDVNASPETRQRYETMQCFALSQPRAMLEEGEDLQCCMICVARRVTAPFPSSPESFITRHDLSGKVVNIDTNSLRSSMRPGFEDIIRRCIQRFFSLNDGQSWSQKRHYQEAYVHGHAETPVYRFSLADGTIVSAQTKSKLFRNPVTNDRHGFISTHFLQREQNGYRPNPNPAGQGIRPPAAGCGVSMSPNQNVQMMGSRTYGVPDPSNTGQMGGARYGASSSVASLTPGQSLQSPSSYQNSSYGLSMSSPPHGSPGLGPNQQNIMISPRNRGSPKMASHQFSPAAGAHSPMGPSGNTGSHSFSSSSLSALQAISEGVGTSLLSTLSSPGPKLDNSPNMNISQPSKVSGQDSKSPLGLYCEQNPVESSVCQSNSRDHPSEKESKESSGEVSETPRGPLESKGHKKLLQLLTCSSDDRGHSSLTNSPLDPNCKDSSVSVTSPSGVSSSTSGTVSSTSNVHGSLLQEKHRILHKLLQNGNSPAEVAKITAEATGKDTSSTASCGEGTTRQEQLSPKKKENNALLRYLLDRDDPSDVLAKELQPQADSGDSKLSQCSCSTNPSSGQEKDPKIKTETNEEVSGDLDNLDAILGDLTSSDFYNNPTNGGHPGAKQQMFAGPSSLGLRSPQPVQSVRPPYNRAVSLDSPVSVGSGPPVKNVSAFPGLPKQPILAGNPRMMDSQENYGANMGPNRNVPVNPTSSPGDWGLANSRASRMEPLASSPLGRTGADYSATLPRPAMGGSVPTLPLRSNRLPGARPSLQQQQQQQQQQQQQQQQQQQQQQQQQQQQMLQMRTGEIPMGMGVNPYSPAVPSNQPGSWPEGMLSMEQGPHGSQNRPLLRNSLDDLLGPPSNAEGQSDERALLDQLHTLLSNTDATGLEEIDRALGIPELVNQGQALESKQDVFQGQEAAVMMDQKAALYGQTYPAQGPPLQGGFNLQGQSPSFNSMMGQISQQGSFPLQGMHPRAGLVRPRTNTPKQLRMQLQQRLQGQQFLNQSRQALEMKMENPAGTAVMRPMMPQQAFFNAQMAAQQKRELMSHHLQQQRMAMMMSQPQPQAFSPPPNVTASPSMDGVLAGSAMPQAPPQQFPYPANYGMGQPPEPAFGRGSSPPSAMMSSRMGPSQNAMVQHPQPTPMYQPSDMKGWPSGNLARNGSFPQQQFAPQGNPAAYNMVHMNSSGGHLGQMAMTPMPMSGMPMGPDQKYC
CRFBP-R2 agonist – agonists of CRF-BP/CRF-R2 complex, primary screen, cell-based, HEK293, calcium dye fluorescence, uHTS; 350,000 compounds, 0.46% hits; activation, % at 13.2 µM; CRF-binding protein / CRF receptor 2 complex (human); calcium dye fluorescence (FLIPR); percent of saturating CRF peptide response; AID 588473, 2011;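 active = activation of at least 50%, plus an integration ratio under a set limit after plate pattern correction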;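 note: plate controls were neutral control wells without compound for no effect and CRF at EC100 for full effect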
M4 PAM – human M4 muscarinic receptor positive allosteric modulators, primary screen, CHO-K1 cells, Fluo-8 calcium fluorescence; 360,000 compounds, 0.4% hits; activation, % at 3 µM; Muscarinic acetylcholine receptor M4 (Homo sapiens), P08173; CHO-K1 hM4/Gqi5, ACh EC20; 0% = ACh EC20, 100% = maximal ACh; AID 624126, 2012;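 active = activation above its plate's cutoff, the mean activation of sample wells plus 3 SD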; note: some results filed as inactive read as strong as hits
Numbers without * were called inactive; / = no result given. Outcome played no part in choosing rows. Share with any hit: about 4.2%.

SMILES	GalR3 antag	IDE act	CRFBP-R2 block	IDE cell inh	MEKK3 PB1 HTS	PHOSPHO1 block	pCIP destab	CRFBP-R2 agonist	M4 PAM
CCOc1ccc(NC(=O)C2CCCN(S(=O)(=O)c3ccc4c(c3)CC(C)N4C(C)=O)C2)cc1 (centres undefined)	-2	-8	-2	7	99	12	5	0.6	3
COc1ccc(S(=O)(=O)Cc2ccc(C(=O)NC3CCCCCC3)o2)cc1	-2	5	-5	4	100	22	16	-0.4	-3
COc1ccc(C(=O)NC2CCC(O)CC2)cc1S(=O)(=O)NCc1ccc(Cl)cc1 (centres undefined)	-7	2	-11	-6	/	/	/	3.4	13
Cc1c(Cl)c(-c2n[nH]c(=S)n2-c2ccccc2)nn1C	0	-5	-4	5	97	-21	-14	-0.6	-8
COc1cccc2c3c(c(C)nc12)CC(C)O3 (centres undefined)	0	6	6	2	110	11	-12	1.4	-2
CCOC(=O)Cc1nc2ccccc2o1	/	/	/	8	71	-10	-2	/	/
COc1cc2c(cc1OC)C(C(=O)NCc1cccnc1)C(c1cccnc1)N(C)C2=O (centres undefined)	0	4	1	-4	103	48	-6	0.4	4
COc1ccccc1NC(=O)c1sc(Cl)nc1C	-5	1	10	1	107	29	-5	-1.4	-2
CCOc1cc(C)c(C(C)C)cc1S(=O)(=O)N1CC(C)OC(C)C1 (centres undefined)	-3	1	1	6	87	-8	-1	3.0	1
CC(C)NC(=O)CCCc1cn(C)c2ccccc12	-4	8	1	-1	99	21	-3	-0.2	-5
CC(CNc1nc2ccccc2n2cnnc12)c1ccccc1 (centres undefined)	-10	-1	-3	-8	103	25	-8	-2.8	-1
O=C1OCCN1C(=O)[C@H]1[C@H](c2ccc([N+](=O)[O-])cc2)C(c2ccccc2)=NN1c1ccccc1	1	3	7	/	/	/	/	3.3	6
Nc1nc(N2CCN(C/C=C/c3ccccc3)CC2)nc2ccccc12	-5	1	0	-2	101	14	-6	-1.2	5
O=C(NC1CCCC1)c1ccc(CS(=O)(=O)c2ccc(Cl)cc2)o1	-5	6	3	0	101	38	-8	0.8	-1
COc1cccc(CNC(=O)N2CCN(c3ccccc3Cl)CC2)c1	-8	2	4	1	103	26	2	0.9	-3
COc1ccc(/C=N/N(C(C)=O)c2nc(-c3ccc(C)cc3)cs2)cc1	-1	7	-3	0	109	24	-20	0.0	6
CC1CCCCN1S(=O)(=O)c1ccc(C(=O)Nc2nnc(-c3ccco3)o2)cc1 (centres undefined)	-2	3	-4	-2	97	48	10	-1.9	-5
COc1ccc(/C(N)=N/OC(=O)C2CCC(=O)N2S(=O)(=O)c2ccc(C)cc2)cc1OC (centres undefined)	-3	9	-5	-3	92	-3	-8	-1.6	-4
CC(=O)Nc1cc(C)c2nc(NC(C)=O)sc2c1	1	-2	9	3	90	28	2	-3.4	9
CC(C)(C)OC(=O)N1CCN(c2ccc(NC(=O)Cn3nnc(-c4ccccc4)n3)cc2)CC1	-4	-1	28	5	100	12	-10	-1.1	6
O=C(c1ccco1)N1CCN(C(=O)C2CCCO2)CC1 (centres undefined)	-6	1	1	-4	84	14	0	-0.9	3
Fc1cccc(NCc2cn3ccccc3n2)c1	-4	2	6	-1	95	24	-12	-1.2	6
NCC(=O)N1CCC(C(=O)N[C@@H](Cc2c[nH]c3ccccc23)C(=O)O)CC1	-11	-6	0	/	102	5	-5	-1.5	8
Cc1ccc(S(=O)(=O)N2CCCCC2)cc1NC(=O)c1cccnc1	-2	3	14	/	/	/	/	6.5	-1
Cc1cc(C)n(CC(=O)NNC(=O)COc2ccc(Cl)cc2Cl)n1	-7	2	7	-2	/	/	/	-1.2	-4
CC(=O)Nc1ccc(NC(=O)c2ccc(OCc3c(C)noc3C)cc2)cc1	-5	4	11	2	/	/	/	-1.0	0
COc1c(N2CCN(C(=S)NCc3ccccc3)C(C)C2)c(F)cc2c(=O)c(C(=O)O)cn(C3CC3)c12 (centres undefined)	-2	7	-6	0	99	28	-16	-2.5	5
COc1ccc(NS(=O)(=O)c2ccc3oc(SC)nc3c2)cc1	-11	2	4	1	97	-10	-18	-1.6	-9
CCOC(=O)N/N=C/c1c(C)nn(-c2cccc(C(F)(F)F)c2)c1Cl	-6	4	-40	3	96	-35	-13	0.6	5
Cc1ccccc1-c1nnn(CC(=O)Nc2ccc3c(c2)OCO3)n1	-7	3	20	-7	106	13	0	-1.8	-4
COc1cccc(-c2nc(CC(=O)O)cs2)c1OC	3	4	-4	0	105	-4	-2	-0.1	6
CCCCNC(=O)NS(=O)(=O)c1ccc(NC(=O)C(NC(N)=O)C(C)CC)cc1 (centres undefined)	-4	2	15	-2	98	15	0	-1.9	-7
Clc1ccccc1CSc1nncn1NC/C=C/c1ccccc1	-2	0	-4	0	101	-2	-15	-0.9	1
NC(=O)c1cc([N+](=O)[O-])ccc1NCc1ccccn1	-3	3	-3	-2	/	/	/	1.3	7
COc1ccc(OC)c(-c2csc(NC(=O)COC(=O)C3CCC3)n2)c1	-5	-1	-3	-3	/	/	/	-0.2	1
O=C(O)C1CCCCN1S(=O)(=O)c1ccc(Cl)s1 (centres undefined)	-2	6	-4	1	100	17	-14	0.4	7
CCCCS(=O)CC(COc1ccc(Cl)cc1)OC(=O)c1ccccc1 (centres undefined)	-5	5	-35	-6	103	19	-4	3.2	-7
COc1ccccc1-c1cc(C(F)(F)F)nc(S(=O)(=O)CCCC(=O)NC(C)C)n1	0	2	-18	0	104	42	-6	-0.9	7
CN(c1ccccc1C(=O)NCC1CCCO1)S(C)(=O)=O (centres undefined)	-7	1	6	0	102	-6	-12	1.7	8
CCc1ccc(C(=O)CN2C(=O)NC(C)(c3ccc(C)cc3)C2=O)cc1 (centres undefined)	-7	0	-20	-1	96	-3	-3	-0.1	3
Nc1nc(SCC(=O)NCCO)nc2sc3c(c12)CCCC3	-6	5	-4	4	101	19	-2	-2.1	7
COc1ccc(OC)c(S(=O)(=O)N2CCC(C(=O)NCc3ccc4c(c3)OCO4)CC2)c1	-4	-1	-1	-4	105	17	-3	-0.5	-5
c1csc(C(c2nnnn2C2CCCC2)N2CCCC3(CCCCC3)C2)c1 (centres undefined)	-2	9	-4	4	102	22	-2	1.2	-6
Cc1ccsc1C(=O)OCC(=O)NC1CCCC(C)C1C (centres undefined)	-7	2	-5	1	/	/	/	-3.4	5
Cc1ccc(CCSc2ccc(F)cc2)cn1	-6	/	3	1	93	12	-18	-0.3	-7
Cc1cc(C)c(S(=O)(=O)NCc2cccnc2)cc1C	-5	2	12	9	108	3	6	-0.8	0
CN1CCNC(=O)C1CC(=O)N1CC=C(c2ccc(F)cc2)CC1 (centres undefined)	-4	3	15	5	100	32	-16	1.2	16
Cc1nn(Cc2ccc(F)cc2)c2sc(C(=O)Nc3ccccc3N3CCOCC3)cc12	-7	2	-37	3	102	-12	-5	8.1	2
O=C(NCCCN1CCOCC1)c1ccc2c(c1)N(Cc1ccccc1)C(=O)c1ccccc1S2=O (centres undefined)	-1	3	-12	-9	108	44	-10	2.0	-1
COC(=O)c1c(-c2cc(C)ccc2C)csc1NC(=O)C1CC=CCC1C(=O)O (centres undefined)	-5	1	8	-1	116	37	6	-1.8	5

The results go on.
SMILES	GalR3 antag	IDE act	CRFBP-R2 block	IDE cell inh	MEKK3 PB1 HTS	PHOSPHO1 block	pCIP destab	CRFBP-R2 agonist	M4 PAM
O=c1c2cc(NC(=S)N3CCCCCC3)ccc2nc2n1CCCCC2	-3	2	-10	3	100	-49	2	-0.8	-9
CC(=O)Oc1ccc(N2C(=O)C3C4C=CC(CC4)C3C2=O)cc1[N+](=O)[O-] (centres undefined)	-3	-1	6	-4	100	29	-12	-1.3	12
COc1ccc(N(C)C(=O)c2cc3c(s2)-c2ccc(Cl)cc2S(=O)(=O)C3)c(OC)c1	5	8	3	1	98	32	8	-0.1	4
Cc1ccc(C(=O)/C=C/c2cc(C#N)n(C)c2C)cc1	-4	-1	6	8	103	22	-1	-0.4	3
CC(=O)c1ccc(NC(=O)c2ccc(CNc3c(N4CCOCC4)c(=O)c3=O)cc2)cc1	-4	-4	5	2	104	32	-13	0.2	-5
COc1ccc(-c2noc(CCC(=O)Nc3cccc(C)c3)n2)cc1	-4	-3	19	4	109	6	-17	-0.6	-6
COC(=O)c1cc(NC(=O)CN2CCc3cc4c(cc3C2)OCCCO4)cc(C(=O)OC)c1	-3	2	-7	8	100	45	-5	0.3	10
O=C(Nc1ccon1)c1ccc(S(=O)(=O)N2CCOCC2)cc1	-6	0	10	9	104	6	-19	-2.0	8
O=C(CSCc1ccc([N+](=O)[O-])cc1)Nc1ccccc1C(=O)O	-3	14	21	-2	92	42	0	-3.4	11

6 compounds already listed, arranged by length of the SMILES, smallest number first:
SMILES	GalR3 antag	IDE act	CRFBP-R2 block	IDE cell inh	MEKK3 PB1 HTS	PHOSPHO1 block	pCIP destab	CRFBP-R2 agonist	M4 PAM
Cc1ccc(C(=O)/C=C/c2cc(C#N)n(C)c2C)cc1	-4	-1	6	8	103	22	-1	-0.4	3
O=c1c2cc(NC(=S)N3CCCCCC3)ccc2nc2n1CCCCC2	-3	2	-10	3	100	-49	2	-0.8	-9
COc1ccc(-c2noc(CCC(=O)Nc3cccc(C)c3)n2)cc1	-4	-3	19	4	109	6	-17	-0.6	-6
CC(=O)Oc1ccc(N2C(=O)C3C4C=CC(CC4)C3C2=O)cc1[N+](=O)[O-] (centres undefined)	-3	-1	6	-4	100	29	-12	-1.3	12
COC(=O)c1cc(NC(=O)CN2CCc3cc4c(cc3C2)OCCCO4)cc(C(=O)OC)c1	-3	2	-7	8	100	45	-5	0.3	10
COc1ccc(N(C)C(=O)c2cc3c(s2)-c2ccc(Cl)cc2S(=O)(=O)C3)c(OC)c1	5	8	3	1	98	32	8	-0.1	4
